TRHR enhancer: TRH receptor (human) allosteric enhancement; TRHR cells, fluo-8 calcium fluorescence, EC20 TRH enhancement; enhancement, % at 2 µM; 360,000 tested, 0.66% active; in the data active means enhancement above about 30%; further: 0% is about no effect
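TRHR-expressing cells loaded with fluo-8 calcium dye were read kinetically (ex 480/em 530) during compound addition, then stimulated with an EC20 of TRH (10 nM final). Enhancement of the Gq-mediated intracellular calcium response was scored.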
RXFP1 antag: RXFP1 (human) relaxin receptor antagonism; HEK293-RXFP1, relaxin-stimulated cAMP HTRF, 30 min; active compounds read low; AID 1259400; activity change, negative = inhibition, % at 57.5 µM; Q9HBX9; 350,000 tested, 0.59% active;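 active means activity change of -60% or lower, but not beyond a set lower limit; inconclusive means change between -60% and -40%, or beyond the set limit; inactive means change above -40%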; further: on the % scale 0 is the no-effect control and ±100 the full control effect
Target sequence (Q9HBX9 whole entry, looked up): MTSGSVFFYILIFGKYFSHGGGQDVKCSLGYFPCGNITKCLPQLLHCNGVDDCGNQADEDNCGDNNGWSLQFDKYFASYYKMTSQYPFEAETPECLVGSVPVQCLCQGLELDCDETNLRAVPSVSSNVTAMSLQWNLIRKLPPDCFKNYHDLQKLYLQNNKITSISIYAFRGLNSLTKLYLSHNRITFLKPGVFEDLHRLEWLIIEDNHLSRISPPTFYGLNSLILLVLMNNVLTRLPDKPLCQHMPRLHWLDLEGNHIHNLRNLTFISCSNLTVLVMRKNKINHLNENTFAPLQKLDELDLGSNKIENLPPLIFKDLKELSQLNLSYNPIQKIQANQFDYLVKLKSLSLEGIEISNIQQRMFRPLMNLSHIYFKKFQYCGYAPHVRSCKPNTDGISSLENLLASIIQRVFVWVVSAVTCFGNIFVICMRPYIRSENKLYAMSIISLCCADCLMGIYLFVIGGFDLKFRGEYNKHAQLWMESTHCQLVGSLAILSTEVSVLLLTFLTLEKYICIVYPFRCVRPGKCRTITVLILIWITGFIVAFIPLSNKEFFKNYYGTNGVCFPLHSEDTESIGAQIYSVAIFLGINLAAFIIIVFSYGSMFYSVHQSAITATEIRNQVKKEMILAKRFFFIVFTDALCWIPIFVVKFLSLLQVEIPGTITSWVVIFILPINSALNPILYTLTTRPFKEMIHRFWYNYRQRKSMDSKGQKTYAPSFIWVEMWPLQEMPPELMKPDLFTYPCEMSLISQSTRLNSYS
D1 agonist: activates the human D1 dopamine receptor | P21728 | HEK293 T-REx D1 cells, calcium flux, agonist mode | activation, % at 2 µM | 360,000 tested, 1% active | AID 504660; in the data active means activation above about 30%; further: 0% is about no effect
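Inducible HEK293 T-REx D1 cells, force-coupled to calcium signalling, were plated at 4000 cells/well with tetracycline and held overnight at 30 C. After no-wash calcium dye loading, compound-evoked calcium rise over 180 s flagged agonists.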
D2 antagonist: D2 dopamine receptor (human) antagonism; 340,000 tested, 2% active; P14416; inhibition, % at 10 µM; HEK293 TREx D2 cells, calcium flux, dopamine EC80; in the data active means inhibition above about 30%; further: 0% is about no effect
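Tetracycline-induced HEK293 T-REx cells expressing D2 force-coupled to calcium signalling were dye-loaded, exposed to compound for 180 s, then challenged with an EC80 of dopamine; calcium flux was followed kinetically for a further 180 s.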
D1 PAM: human D1 dopamine receptor positive modulation; AID 504651; HEK293 TREx D1 cells, calcium flux, dopamine EC20 potentiation; P21728; 360,000 tested, 0.036% active; potentiation, % at 10 µM; in the data active means potentiation above about 30%; further: 0% is about no effect
D2 PAM: positive allosteric modulators of human D2 dopamine receptor; P14416; HEK293 T-REx D2, calcium flux, EC20 dopamine potentiation; potentiation, % at 10 µM; 340,000 tested, 0.34% active;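 active means potentiation over 3 SD above the plate norm, cut at about 30% in these data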; further: 0% is about no effect
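Potentiation of an EC20 dopamine calcium response measured kinetically over 180 s, after a preceding 180 s compound-only read flagging agonists. Cells: inducible Hek293 Trex D2 line, 4000/well, cultured overnight at 30 C before dye loading.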
RXFP1 agonist: agonists of human relaxin receptor RXFP1; HEK293T-RXFP1 cAMP TR-FRET, 30 min; response scale: percent of porcine relaxin response, buffer zero; Potency, µM (doses to about 57.5 µM), inactives show at the top dose activation, most hits filed as activators; 370,000 tested, 0.3% active; AID 2676; active means well fitted activation curve with a large enough effect; inconclusive means small, poorly fitted or top-dose-only effect; further: potency means the concentration at half of the fitted maximal effect; on the % scale 0 is the no-effect control and ±100 the full control effect; nearly all actives have a fitted effect of over 60% in size; many of its hits are not listed in these tables
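HEK293 cells stably expressing RXFP1, treated 30 min at 37C with compounds plus PDE4 inhibitor Ro 20174; cAMP measured by HTRF TR-FRET. Normalized to buffer and 29 nM porcine relaxin; EC50 by Hill fit.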
D2 agonist: activates the human D2 dopamine receptor; P14416; HEK293 T-REx D2 cells, calcium flux agonist mode; activation, % at 2 µM; 340,000 tested, 0.53% active;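 active means activation over 3 SD above normal in the single-dose calcium agonist read, cut at about 30% in these data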; further: 0% is about no effect
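Tetracycline-induced HEK293 Trex cells with D2 receptor force-coupled to calcium signaling, plated overnight at 30 C and loaded with no-wash calcium dye. Calcium flux read kinetically for 180 s after compound addition; responses flag agonists.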
D1 antagonist: human D1 dopamine receptor antagonism; P21728; HEK293 TREx D1 cells, calcium flux, dopamine EC80; active compounds read low; activity change, negative = inhibition, % at 10 µM; 360,000 tested, 3.2% active; AID 504652; in the data active means activity change below about -30%; further: on the % scale 0 is the no-effect control and ±100 the full control effect
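Kinetic fluorescence of a calcium dye serves as the read-out. D1-expressing Hek293 Trex cells, induced overnight at 30 C, are exposed to compound for 180 s before an EC80 dopamine addition, then read 180 s further.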
The depositor's hits bear a star; ? = inconclusive; / = no result given.

SMILES	TRHR enhancer	RXFP1 antag	D1 agonist	D2 antagonist	D1 PAM	D2 PAM	RXFP1 agonist	D2 agonist	D1 antagonist
O=C(CSc1nnnn1-c1ccccc1)Nc1ccc(N2CCOCC2)c(Cl)c1	1.6	9.0	1.4	10.2	-5.8	12.8	5.1%	-0.1	-14.5
C=CCn1c2ccccc2c2nnc(SCCN3CCOCC3)nc21	2.9	-2.6	7.7	-1.5	-2.5	2.0	8.0%	0.2	1.3
COc1ccc(OC)c(NC(=O)CCNC(=O)c2ccco2)c1	-0.3	-4.5	4.3	2.1	/	5.0	-0.5%	1.3	-8.7
CCOc1ccccc1NC(=O)c1cc(S(=O)(=O)NCc2ccco2)ccc1F	4.7	?	3.2	8.5	-4.6	8.3	0.0%	1.0	-2.5
CCN1c2cccc3cccc(c23)S1(=O)=O	-3.8	6.4	-1.1	3.9	3.0	2.6	4.0%	0.6	3.3
CC(C)(C)n1nnnc1C(c1cccc(C(F)(F)F)c1)N1CCOCC1 (stereo not drawn)	-2.0	-19.0	1.6	3.0	0.3	8.9	0.7%	0.0	6.1
Cc1sc(NC(=O)COc2ccccc2)c(C#N)c1-c1ccccc1	1.3	/	2.9	-1.5	-7.2	-10.0	-0.2%	-0.5	9.0
O=C(CN1CCN(c2nc(-c3ccc(F)cc3)cs2)CC1)Nc1ccc2c(c1)OCO2	-3.1	-5.4	0.2	2.6	-6.7	-1.7	2.7%	0.4	2.5
COc1cccc(OCCCOc2ccccc2C(C)C)c1	8.5	-15.5	2.7	-2.5	4.3	-7.4	1.6%	0.4	23.1
CC(C)(CNC(=O)c1cc([N+](=O)[O-])ccc1N1CCC(Cc2ccccc2)CC1)N1CCOCC1	1.8	-12.9	3.9	9.7	0.1	8.2	1.2%	0.1	-3.9
CCCc1c(O)nc(SCCN(CC)CC)n(C(=O)c2ccccc2)c1=O	-4.8	-7.0	1.0	5.5	5.8	8.8	0.2%	1.0	-7.0
CCN(CC)CCOCCOC(=O)C(CC)(CC)c1ccccc1	2.5	-4.6	1.2	4.3	-4.7	-10.8	-0.9%	0.0	8.3
COc1ccc(NC(=O)c2oc3ccccc3c2NC(=O)COc2ccc(F)cc2)c(OC)c1	38.7*	/	2.9	/	-0.3	-5.8	4.9%	0.3	5.0
COc1cc(/C=N/NC(=O)c2ccc(CSc3nncn3C)cc2)ccc1OCC(=O)N1CC(C)OC(C)C1 (stereo not drawn)	-4.3	2.7	-0.5	1.6	-3.0	5.7	-0.1%	1.7	5.3
COc1ccc(NC(=O)c2cc(-c3ccco3)on2)c(OC)c1	6.5	-14.5	0.2	-19.4	4.0	-0.3	5.4%	-1.8	-12.6
Cc1c(/C(O)=C2\C(=O)C(=O)N(CCN(C)C)C2c2ccco2)cnn1-c1ccccc1 (stereo not drawn)	18.9	-8.7	2.1	-8.0	-3.0	1.4	0.3%	0.4	3.5
CCc1cc(C(=O)N2CCN(c3ncc(C(F)(F)F)cc3Cl)CC2)sc1C	7.9	-30.2	12.5	0.7	-5.2	10.6	-1.0%	0.1	2.3
COCCn1cnnc1SCC(=O)Nc1ccccc1C(=O)Nc1ccc2c(c1)OCO2	4.5	-15.5	2.1	-3.9	-5.5	23.2	1.2%	-1.5	-7.1
O=C(CCC1CCCC1)N1CCC(N2CCCCCC2)CC1	1.8	-7.3	0.6	1.8	3.0	-2.2	2.5%	-1.2	15.9
C=CCN(Cc1nc(-c2ccccc2)no1)C(=O)c1ccc2c(c1)OCO2	4.5	2.2	8.6	-15.7	-4.0	1.0	3.7%	-0.5	2.0
O=C1CC(c2ccccc2)CN1C(=O)c1cccc([N+](=O)[O-])c1 (stereo not drawn)	2.3	4.7	3.4	18.5	-2.1	5.0	-0.3%	-0.1	-20.9
S=c1[nH]nc(Cc2ccc(Br)cc2)n1/N=C/c1ccc(Cl)cc1	5.4	-17.0	0.7	12.8	0.6	5.9	2.9%	-0.4	/
COc1ccc(OC)c(Nc2nc(N)nc(CSc3nnc(-c4ccncc4)o3)n2)c1	-2.0	/	-1.9	-0.9	1.1	9.4	2.1%	0.7	/
COc1ccc(C(=O)Nn2c(C)nc3ccccc3c2=O)cc1	13.5	8.5	2.0	-11.8	-7.2	1.5	1.9%	0.0	8.4
C=Cc1ccc(CN2C(=O)N(c3ccc(C)c(C)c3)S(=O)(=O)c3ccccc32)cc1	-5.1	/	0.6	/	-3.8	4.1	-0.2%	0.7	-6.4
CCOC(CCNC(=O)c1cn(C)c(=O)c2c1c1ccccc1n2C)OCC	23.1	10.0	0.4	-1.4	-2.8	0.7	-0.5%	-0.5	15.9
O=C(CSc1ccc(-c2ccccn2)nn1)N1CCc2ccccc21	-1.5	-17.2	0.3	-9.5	-0.9	-0.5	-0.4%	0.2	0.7
Cc1ccc(SCC(=O)OCC(=O)NCCC2=CCCCC2)cc1	-7.3	-9.4	3.9	/	5.3	/	2.0%	/	9.7
O=C(CI)Nc1cccc2cccnc12	-1.6	/	8.7	/	8.0	/	/	/	12.3
CCc1ccc(N(C2C=CS(=O)(=O)C2)S(=O)(=O)c2ccc(C)cc2)cc1 (stereo not drawn)	-2.0	-0.1	4.4	-12.8	-8.3	4.0	2.5%	-1.6	-15.7
CC(=O)c1cccc(NC(=O)C(C)N(C)CC(=O)Nc2ccc(Cl)cc2)c1 (stereo not drawn)	-2.6	-9.6	7.1	11.5	-1.3	1.7	1.4%	0.3	-10.2
COc1ccc(Cl)cc1NC(=S)NCCO	-3.5	9.1	3.3	/	-3.0	/	0.1%	/	-8.2
Nc1nc(SCC(=O)NN(c2ccccc2)c2ccccc2)n[nH]1	1.0	-4.2	1.1	-2.0	-2.6	-0.4	-1.1%	0.9	-14.4
CC(C)(O)CCC(C)(C)O	0.3	/	2.0	1.0	5.0	-6.9	0.9%	0.1	/
Cc1ccccc1C(=O)Nc1ccc(C(=O)N/N=C/c2ccc(O)c(Br)c2)cc1	0.7	?	1.5	17.9	-1.6	8.1	1.3%	0.2	-0.8
Cc1ccc(Nc2nc(C(N)=O)c(NC(=O)c3ccccc3Br)s2)cc1	7.4	-12.4	5.0	/	-3.0	-2.5	-0.5%	/	3.7
Cc1nc(Nc2cccc(F)c2)c2oc3ccccc3c2n1	-3.7	-2.0	2.7	10.3	-14.1	4.4	19.1%	-0.1	-15.8
CCN=C1SC(CC(=O)Nc2sc(C)c(C)c2C(=O)OC)C(=O)N1CC (stereo not drawn)	-2.4	-5.8	2.7	0.2	-3.4	-3.0	0.4%	-0.8	-2.6
COC(=O)c1sc(-c2ccccc2)cc1NC(=O)c1cc(OC)cc(OC)c1	6.2	14.9	2.1	-2.4	-3.0	-3.2	-0.5%	0.4	-4.6
CCOC(=O)C1(Cc2cccc(OC)c2)CCCN(CCO)C1 (stereo not drawn)	-9.0	-1.8	2.2	1.5	-4.7	-1.8	2.3%	-0.2	-2.9
CN(C)CCCNC(=S)Nc1ccc(-c2ccccc2)cc1	-7.0	?	33.7*	7.3	-3.0	-10.7	0.2%	2.3	-7.3
COC(=O)c1ccc(C23CC4(C2)[C@H](CN(C)[C@@H]4c2ccccc2)C3c2ccc(C(F)(F)F)cc2)cc1 (stereo partly drawn)	-4.7	/	1.1	10.9	1.1	-1.0	0.3%	-0.2	-52.1*
COc1ccccc1NC(=O)c1cc(S(=O)(=O)N2CCOCC2)ccc1Cl	5.7	-10.7	0.3	-8.2	-5.5	10.5	2.2%	0.2	-8.5
COCC(=O)Nc1cc(C(=O)NCCc2ccccc2)ccc1Cl	-4.3	/	-0.4	11.5	5.3	-17.4	0.6%	-1.4	-11.9
CS(=O)(=O)N(CCc1ccccc1)CC(=O)N1CCN(c2ccccc2F)CC1	13.2	-3.2	-3.0	-8.1	1.3	1.2	-1.4%	-2.2	11.1
O=S(=O)(Nc1cc(Cl)ccc1N1CCCCC1)c1cccs1	-4.1	-13.3	-2.5	6.6	-1.9	-4.3	0.4%	-0.5	18.3
COc1ccc(OC)c(CNS(=O)(=O)c2cc(-c3cc(C)no3)ccc2OC)c1	-4.4	9.6	2.4	-6.0	-2.0	2.4	-1.6%	0.2	-1.5
Cc1cc(C)c2c(=O)[nH]c(SCc3ccc([N+](=O)[O-])cc3)nc2n1	-1.3	0.9	-3.0	11.4	-9.9	1.5	2.6%	0.1	1.4
O=C(Nc1ccn(Cc2ccccc2F)n1)c1ccc(COc2cccc(Br)c2)cc1	-3.5	7.9	21.5	13.8	-2.1	-1.4	-2.2%	1.6	-2.2
CCn1cc([N+](=O)[O-])c(C(=O)N2N=C(c3ccccc3)CC2c2ccc([N+](=O)[O-])cc2)n1 (stereo not drawn)	-1.9	5.7	2.4	2.6	-3.6	7.2	5.5%	3.7	3.5
CC1CCCC(C)N1CC(O)COc1ccc(Cl)cc1 (stereo not drawn)	3.3	-10.2	0.5	7.9	-0.8	2.2	0.0%	0.8	-2.0
Nc1ccc(NC(=O)NC2CCCCC2)cc1[N+](=O)[O-]	-11.8	-7.8	0.6	16.2	-3.0	-0.1	-3.6%	-0.1	-77.3*
COc1ccc(-c2cc(C(=O)Oc3ccc(Cl)cc3)c3ccccc3n2)cc1	13.0	2.9	7.1	/	-1.4	6.4	-2.1%	0.1	1.8
CCOc1ccc(NC(=O)Cn2c(CCC(=O)O)ccc2-c2ccc(Cl)cc2)cc1	-0.2	-25.8	-0.4	/	-0.1	10.8	0.5%	-0.1	-1.0
COCC1CCN(C(=O)C2CCC(=O)N(Cc3cccc(C(F)(F)F)c3)C2)CC1 (stereo not drawn)	-1.9	8.4	0.9	-5.6	0.6	-5.0	7.7%	0.5	3.2

3 compounds already listed, ordered by their value in D1 agonist, smallest number first.
smiles,TRHR enhancer,RXFP1 antag,D1 agonist,D2 antagonist,D1 PAM,D2 PAM,D1 antagonist
COc1ccc(OC)c(Nc2nc(N)nc(CSc3nnc(-c4ccncc4)o3)n2)c1,-2.0,/,-1.9,-0.9,1.1,9.4,/
O=C(CN1CCN(c2nc(-c3ccc(F)cc3)cs2)CC1)Nc1ccc2c(c1)OCO2,-3.1,-5.4,0.2,2.6,-6.7,-1.7,2.5
CCn1cc([N+](=O)[O-])c(C(=O)N2N=C(c3ccccc3)CC2c2ccc([N+](=O)[O-])cc2)n1 (stereo not drawn),-1.9,5.7,2.4,2.6,-3.6,7.2,3.5

The list is partial; rates above refer to the full screens.
